# 12-LOX inh = Primary qHTS assay for inhibitors of human arachidonate 12S-lipoxygenase (ALOX12): Round 2. Potency, µM (series often up to 108 µM), without a hit: at the top dose activity change, negative = inhibition, usual class: inhibitors. purified 12hLO, xylenol orange hydroperoxide absorbance. 580,000 tested, 1.1% active. AID 1671190, 2021; active = well fitted inhibition curve with a large enough effect; inconclusive = small, poorly fitted or top-dose-only effect, or another doubt; inactive = no such curve, though single readings can be large or run the other way; also: potency is read from the fitted curve at half-maximal effect
# Target sequence (P18054 whole entry, looked up): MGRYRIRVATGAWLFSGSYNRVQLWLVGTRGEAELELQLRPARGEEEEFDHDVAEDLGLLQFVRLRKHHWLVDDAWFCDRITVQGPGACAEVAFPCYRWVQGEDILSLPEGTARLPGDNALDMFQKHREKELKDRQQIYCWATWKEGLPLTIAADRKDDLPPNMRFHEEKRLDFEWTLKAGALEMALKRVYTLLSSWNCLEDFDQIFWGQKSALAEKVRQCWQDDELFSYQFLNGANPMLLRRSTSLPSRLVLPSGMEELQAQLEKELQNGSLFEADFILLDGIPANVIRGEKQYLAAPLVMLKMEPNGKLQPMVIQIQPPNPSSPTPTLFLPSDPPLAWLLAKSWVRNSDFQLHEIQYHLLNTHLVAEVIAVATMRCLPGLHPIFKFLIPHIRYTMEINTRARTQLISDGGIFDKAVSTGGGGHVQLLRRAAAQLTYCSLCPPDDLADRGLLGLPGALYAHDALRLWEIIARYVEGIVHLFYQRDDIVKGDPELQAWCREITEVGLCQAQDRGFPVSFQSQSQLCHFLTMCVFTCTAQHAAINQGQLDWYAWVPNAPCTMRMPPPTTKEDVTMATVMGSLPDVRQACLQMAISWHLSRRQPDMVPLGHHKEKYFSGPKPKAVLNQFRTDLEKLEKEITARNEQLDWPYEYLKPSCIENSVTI
#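 Purified human 12hLO at 150 nM in 25 mM Hepes, 0.01% Triton X-100, pH 7.0, preincubated 15 min at room temperature with compound. Reaction started with 40 uM arachidonic acid, 30 min at room temperature. Hydroperoxide measured by Fe-xylenol orange, 573/405 nm absorbance ratio.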
# LDHA block = qHTS assay for inhibitors of human lactate dehydrogenase. activity change, % (values are at about 110 or 230 µM). purified LDHA, NADH/diaphorase-resazurin fluorescence; active compounds read low. 480,000 tested, 0.15% active. L-lactate dehydrogenase A chain (Homo sapiens), P00338; in the data active = activity change below about -30%; inconclusive = mostly about -25% to -30%;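 also: plate controls were DMSO wells for no effect and wells without enzyme for full effect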
#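 Enzyme activity of human lactate dehydrogenase 5 (2 nM; 0.06 mM NADH, 0.2 mM pyruvate, 5 min, RT) is measured via a resazurin/diaphorase fluorescence readout of residual NADH.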
# * hit, by the source's call; ? = inconclusive; nt = not tested or not shown; [ ] = dose if it differs, or a comment. Unless noted, % is scaled to controls: 0 for no effect and ±100 for the full control effect.
Compound,12-LOX inh,LDHA block
Cn1c(=O)c2c(nc(NCc3cccs3)n2Cc2ccc(F)cc2)n(C)c1=O,-23.7%,7.4
CC(C)(C)C1CCC(C(=O)NCCc2c[nH]c3ccccc23)CC1 (stereo unspecified),-13.5%,-5.8
CC(O)(c1ccccc1)c1nc(-c2ccc3c(c2)OCO3)cs1 (stereo unspecified),-21.5%,-3.6
CCCNc1c(NC(=O)Nc2cc(C)cc(C)c2)c(=O)oc2ccccc12,22.0%,-2.4
COc1cccc(C(=O)/C=C/c2ccc(Br)cc2)c1,-24.8%,-2.9
CN(C)CCOc1cccc(N)c1,22.8%,0.8
CC(Oc1ccc(Br)cc1)C(=O)N1CCN(c2nccs2)CC1 (stereo unspecified),-0.9%,3.2
CCn1cnc2c1c(=O)n(CC(=O)Nc1ccc(OC(F)F)cc1)c(=O)n2Cc1ccccc1,?,6.2
CCOC(=O)C1CCCN(C(=O)C2(c3ccc(Cl)cc3)CCCC2)CC1 (stereo unspecified),-9.0%,-2.9
O=S(=O)(c1ccc(C(F)(F)F)cc1)N1CCN(Cc2nc3ccccc3o2)CC1,24.1%,-18.0
COc1ccc(N2C(=O)C(C)(C)CS2(=O)=O)cc1S(=O)(=O)NCCc1ccccc1F,-10.2%,-1.3
COc1cccc(NC(=O)CSc2nnc(C3CCCCC3)n2-n2cccc2)c1,-3.9%,3.9
O=C(Nc1nnc(-c2ccc(Cl)cc2)o1)C1CCN(S(=O)(=O)c2ccc3ccccc3c2)CC1,?,3.8
COC(=O)c1cc(-c2ccc(OC)cc2OC)nc2ccccc12,-19.0%,4.8
O=C(NC1CC1)c1ccc2c(c1)OCCCO2,20.7%,2.1
Cc1c(C(=O)Nc2ccc(NC(=O)CC(C)C)cc2)cnn1-c1ccccc1F,-31.2%,8.7
CCCC(C)NC(=O)c1ccc(OC)c(S(=O)(=O)NCC)c1 (stereo unspecified),23.9%,-3.3
c1ccc(CSc2nc3ccccc3s2)cc1,?,-1.4
COc1ccc(Cc2c(-c3ccc(OC)c(OC)c3)nc3cc(C)c(Br)c(C)n23)c(C)c1,-16.7%,1.4
Cc1ccc(C(NC(=O)c2ccccc2Cl)C(Cl)(Cl)Cl)cc1 (stereo unspecified),2.6%,5.9
Clc1ccccc1-c1noc(-c2cccc(Br)c2)n1,4.9%,0.2
COc1cccc(-c2cc(CNC(=O)[C@H]3O[C@@H](n4ccc(N)nc4=O)[C@H](O)[C@@H]3O)no2)c1,-13.3%,-5.5
Cc1ccc(-c2nonc2NC(=O)c2cccs2)cc1,20.4%,-3.8
CCc1nc2ccccc2c(C(=O)OCC(=O)NC(C)C(C)C)c1C (stereo unspecified),11.1%,0.5
COc1ccccc1NC(=O)Nc1nc(CC(=O)NC2CCCCCC2)cs1,17.0%,-2.0
COc1ccccc1NC(=O)C(C)OC(=O)c1ccsc1 (stereo unspecified),1.8%,-1.8
N#Cc1ccc(F)c(COC(=O)c2ccc(N3CCOCC3)nc2)c1,?,-0.1
CCNc1ccc2c(cc1=O)[C@@H](NC(C)=O)CCc1cc(OC)c(OC)c(OC)c1-2,?,6.9
CCn1c(=O)n(CC)c2cc(Sc3ccccc3)c(NC(=O)c3ccccc3)cc21,?,-1.9
O=C(NC1CCCCC1)C1c2ccccc2OCC(=O)N1CCc1ccccc1 (stereo unspecified),-3.0%,-15.0
O=C(O)CCCNS(=O)(=O)c1ccc(Cl)c(C(F)(F)F)c1,19.9%,9.3
Cc1ccc2nc(C(C)(C)C)c(Cc3cccc(F)c3)n2c1,?,-1.0
O=C(O)c1ccc(CSc2cc(Cl)ccc2Cl)cc1,12.8%,-22.6
CN(Cc1ccccc1)c1nc(-c2cccnc2)nc2ccccc12,2.4%,8.9
CCCCCC1CCC(c2ccc(C#Cc3ccc(OC(F)F)cc3)cc2)CC1 (stereo unspecified),?,3.7
COc1cccc(Nc2nc(N)c(C(=O)c3cc(C)c(C)cc3C)s2)c1,?,-2.1
NC(=O)c1cc(Cl)ccc1OCC(=O)N1CCC1,23.8%,2.8
COc1ccccc1-c1cccc2nccn12,-3.4%,-6.5
COc1cc(Cn2c3ccc(NC(=O)CCc4ccc(O)cc4)cc3c(=O)n2C)ccc1F,?,5.2
COCCOc1ccc(C(=O)/C=C/c2ccc(O)cc2)cc1OC,-4.4%,-0.7

# Molecules listed so far containing two or more sulfur atoms, in the order listed:
Compound,12-LOX inh,LDHA block
COc1ccc(N2C(=O)C(C)(C)CS2(=O)=O)cc1S(=O)(=O)NCCc1ccccc1F,-10.2%,-1.3
c1ccc(CSc2nc3ccccc3s2)cc1,?,-1.4

# Later entries
Compound,12-LOX inh,LDHA block
CN(C)C(=S)Cc1ccccc1,-50.2%,0.3
CSc1ccc(CCNC(=O)CS(=O)(=O)Cc2nc(-c3ccc(C)cc3)oc2C)cc1,-10.1%,-1.3
Cc1nn(CC(=O)O)c2nc(-c3cnn(C)c3C)cc(C(F)F)c12,12.4%,9.1
O=C(O)c1cc2sc3ccccc3c2s1,6.7%,5.8
O=C(NCc1cccn1Cc1ccccc1)NC12CC3CC(CC(C3)C1)C2,-26.8%,-9.9
CCN(C(=O)COC(=O)c1ccc2ccccc2n1)c1ccccc1,?,-10.8
COc1cc(/C=C(/C#N)C(=O)c2ccccc2)cc(Cl)c1OC(C)C,?,-4.1
O=C(/C=C/c1ccc2oc3ccccc3c2c1)c1ccccc1,13.4%,0.9
Cc1ccc(-c2nc(CC(=O)NC3CCCC(C(F)(F)F)C3)cs2)cc1 (stereo unspecified),-11.3%,12.0
Cc1cc(NCc2ccccn2)n2nc(C)c(-c3ccccc3Cl)c2n1,32.7%[activator],-5.0
COc1cc(OC)c(NC(=O)C(C)n2nc(-c3ccccc3)c3c(c2=O)CCCC3)cc1Cl (stereo unspecified),-7.6%,14.5
CCOc1ccccc1NC(=O)NCc1nc(-c2ccccc2)oc1C,26.4%,2.2
Cc1oc(-c2ccccc2)nc1CNC(=O)c1ccccc1,-19.1%,1.9
Cc1ccc(-c2csc3ncnc(Sc4nnc(C5CC5)o4)c23)cc1,43.3%[activator],7.1
COc1cccc(CN2CCN(Cc3cc(OC)c(O)c(OC)c3)CC2)c1,?,11.1
CC(C)CCC(CCNC1CCC(C)CC1)C1CCOC(C)(C)C1 (stereo unspecified),?,-7.1

# Going on with the list.
# Every second line gives: 12-LOX inh	LDHA block
O=C(CC1CCCC1)NCCCCNC(=O)CC1CCCC1
→ ?	6.0
COc1ccc(C2CC(=O)Nc3sc(C(=O)Nc4cccc(C(F)(F)F)c4)c(C)c32)cc1O (stereo unspecified)
→ ?	22.3
CCOC(=O)C(NC(=O)c1ccc(C(F)(F)F)nc1)C(=O)OCC
→ -0.3%	-10.4
Cc1cccc(C)c1NC(=O)C(c1ccccc1)N1CCN(C/C=C/c2ccccc2)CC1 (stereo unspecified)
→ 0.6%	-11.9
O=C(Nc1c(NC2CCCCC2)c2ccccc2oc1=O)c1cccs1
→ 7.2%	1.6
Cc1cc(Cl)c2ccc(C)c(C)c2n1
→ -2.6%	-0.2
CC(=O)c1ccc(NC(=O)CSc2nnc(C(C)N3C(=O)COc4ccccc43)n2C)cc1 (stereo unspecified)
→ -25.2%	-0.5
CC(C)c1ccc(CNc2ccc(N3CCOCC3)c(C(=O)O)c2)cc1
→ -3.4%	-8.3
N#Cc1ccc(C(=O)/C=C/c2cccs2)cc1
→ nt	-3.4
CCCCCCCc1ccc(C(=O)NNC(=O)c2ccc(Br)cc2)cc1
→ -1.5%	-1.2
Cc1ccc2c(=O)cc(C(=O)Nc3ccccc3C(F)(F)F)oc2c1
→ 1.6%	-2.1
Cc1cc(Cl)ccc1NC(=O)c1ccccc1-c1ccccc1
→ 10.3%	3.9
Cc1[nH]c2ccccc2c1C(c1ccc(Cl)cc1)c1c(C)[nH]c2ccccc12
→ ?	6.9
COc1cc(C(=O)N(Cc2cccnc2)Cc2cc3cc(C)ccc3[nH]c2=O)cc(OC)c1OC
→ 12.0%	-3.6
O=C(Nc1ccccc1Cl)c1cc(-c2cccs2)on1
→ -17.6%	-0.4
COc1cccc(/C=C/c2nc(C#N)c(N(C)C)o2)c1
→ 1.4%	18.0
CC(C)C[C@@H]1Cc2[nH][nH]c(=O)c2[C@H](c2ccc(Cl)cc2)O1
→ 0.2%	1.5
Cc1ccc(S(=O)(=O)C=C(c2ccccc2)c2ccccc2)cc1
→ -24.6%	8.9
Cc1ccc(S(=O)(=O)N(CC(=O)N2CCN(C)CC2)c2cccc(Br)c2)cc1
→ ?	-1.9
NC(=O)c1ccccc1NC(=O)c1ccc(-c2ccccc2)cc1
→ ?	2.2

# 5 records drawn at random from the list so far, as already listed:
# Every second line gives: 12-LOX inh	LDHA block
CC(C)C[C@@H]1Cc2[nH][nH]c(=O)c2[C@H](c2ccc(Cl)cc2)O1
→ 0.2%	1.5
NC(=O)c1ccccc1NC(=O)c1ccc(-c2ccccc2)cc1
→ ?	2.2
Cc1ccc2c(=O)cc(C(=O)Nc3ccccc3C(F)(F)F)oc2c1
→ 1.6%	-2.1
O=C(Nc1ccccc1Cl)c1cc(-c2cccs2)on1
→ -17.6%	-0.4
Cc1[nH]c2ccccc2c1C(c1ccc(Cl)cc1)c1c(C)[nH]c2ccccc12
→ ?	6.9

# The listing continues:
# Every second line gives: 12-LOX inh	LDHA block
CC(C)(C)n1nnnc1C(c1ccccc1)N1CCN(c2ccc(F)cc2)CC1 (stereo unspecified)
→ 5.7%	-0.6
COC(=O)[C@]12CCCCC=C1N(Cc1ccco1)C(=O)[C@H](CC(=O)NCC13CC4CC(CC(C4)C1)C3)C2
→ 3.3%	2.4
COc1ccc(-c2c3c(=O)n(CCCN4CCOCC4)ccc3nc3nc(C)nn23)cc1
→ -23.3%	-4.4
COc1ccc(/C=C2/C(=O)c3ccccc3OC2c2ccccc2)cc1 (stereo unspecified)
→ -4.8%	2.4
CC(NC(=O)c1nccnc1N)c1ccc(Cl)cc1 (stereo unspecified)
→ ?	-7.0
Cc1ccc(C23CC4CC(CC(C(=O)NC(C)(C)CO)(C4)C2)C3)cc1
→ -2.3%	4.5
CCOc1ccc(-c2nc(CSCC(=O)NCC(OCC)OCC)c(C)o2)cc1
→ -0.7%	1.2
COc1ccc2[nH]c3c(c(=O)c2c1)CCCC3
→ -3.0%	-2.7
NC(=O)c1cccc(C(=O)Nc2cccc3cccnc23)c1
→ -30.6%	1.1
O=C(CCn1c(=O)c2sccc2n(CC(=O)Nc2ccccc2)c1=O)Nc1ccc(F)cc1
→ -63.1%	4.3
N#Cc1nc(-c2cccc(Cl)c2)oc1NCCCN1CCOCC1
→ 0.6%	16.2
O=C(c1cc2ccccc2oc1=O)N1CCN(Cc2cccc(Cl)c2)CC1
→ -0.5%	-1.2
CCN(CC(=O)Nc1c(C#N)c(C)c(C)n1Cc1ccco1)CC(=O)NC(C)(C)C
→ 24.8%	-3.6
N#CC(C(=O)C1c2ccccc2Oc2ccccc21)c1nc2ccccc2[nH]1 (stereo unspecified)
→ 29.2%	-18.8
O=C(CCn1ccc2ccccc21)NC12CC3CC(CC(C3)C1)C2
→ ?	-0.1
CC(=O)c1ccc(OC2(C)CCN(Cc3ccc4ccccc4c3)C2)cc1 (stereo unspecified)
→ -3.3%	-9.6
O=C(NCc1ccccc1)C(c1ccc(F)cc1)N1CCN(CCN2CCOCC2)CC1 (stereo unspecified)
→ -2.1%	0.0
CCc1cnc2c(c1SC(C)CC)c(=O)n(C)c(=O)n2C (stereo unspecified)
→ ?	-0.6
O=C(CCCCCCC(=O)N/N=C/c1ccc(Cl)cc1)N/N=C/c1ccc(Cl)cc1
→ 13.6%	-1.0
Fc1ccc(Sc2cc(Sc3ccc(F)cc3)ncn2)cc1
→ -1.5%	1.7
Cn1c(=O)c2c(ncn2CC(=O)Nc2ccccc2C(=O)NCCc2ccccc2)n(C)c1=O
→ -53.8%	-1.1
CCNC(=O)C1CCCN(C(=O)c2ccc(OC)c(OC)c2)CC1 (stereo unspecified)
→ 20.1%	-2.1
Cn1c(SCC(=O)NCC(F)(F)F)nnc1-c1cc2c(s1)CCC(C(C)(C)C)C2 (stereo unspecified)
→ -6.2%	4.9
CCc1ccc(-c2nc(-c3nc(-c4ccccc4)cs3)sc2C)cc1
→ 30.1%	1.0
O=C(NCCSCc1ccsc1)C1CCC1
→ ?	-4.3
O=S(=O)(NCCc1nnc2ccc(SCc3ccccc3)nn12)c1ccccc1
→ 28.9%	-7.5
COc1ccc(-n2nnnc2SCc2cc(=O)oc3cc(C)ccc23)cc1
→ ?	8.3
Cn1c(C(=O)Nc2cccc3ncccc23)c(Cl)c2ccccc21
→ ?	14.6
CCOC(=O)c1ccc(NC(C)=O)o1
→ -8.9%	-0.5
Nc1cc(C(=O)OCc2cccc(F)c2)ccc1Cl
→ 29.9%	4.8
O=c1cc(-c2cccs2)oc2ccccc12
→ ?	0.8
CCCCn1c(N)c(N(C)C(=O)Cn2c(C)nc3ccccc32)c(=O)[nH]c1=O
→ ?	-0.1
COC(=O)c1cccc(-c2ccc(C=O)o2)c1
→ ?	-1.8
Cc1cccc(NC(=O)COc2ccc(/C=C(\C#N)C(=O)N3CCOCC3)cc2)c1
→ 20.5%	-2.4

# Screening results (PubChem BioAssay)

# Not all compounds are listed (hit frequency here may not be typical).
